# Assay outcomes (PubChem BioAssay)
# IDH1 mut inh: blocks human IDH1 R132H reductase activity; O75874; diaphorase/resazurin fluorescence, 60 min; inhibition, % at 10 µM; 70,000 compounds, 0.18% hits; AID 624101; in the data active = inhibition above about 34%;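 note: 0% = DMSO and 100% = no enzyme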
# Target sequence (O75874 whole entry R132H): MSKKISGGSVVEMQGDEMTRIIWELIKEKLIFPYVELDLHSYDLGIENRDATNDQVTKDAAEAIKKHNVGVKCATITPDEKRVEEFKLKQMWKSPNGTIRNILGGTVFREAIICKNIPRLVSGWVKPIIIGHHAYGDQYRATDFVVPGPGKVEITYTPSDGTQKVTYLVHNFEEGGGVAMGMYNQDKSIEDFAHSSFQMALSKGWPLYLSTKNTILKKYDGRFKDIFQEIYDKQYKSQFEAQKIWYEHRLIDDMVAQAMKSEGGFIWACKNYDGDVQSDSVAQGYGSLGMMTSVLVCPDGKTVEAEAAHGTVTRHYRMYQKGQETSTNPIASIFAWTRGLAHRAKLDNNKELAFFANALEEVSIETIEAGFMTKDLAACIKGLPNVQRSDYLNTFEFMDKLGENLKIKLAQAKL
# EZH2 inh: EZH2 (human) methyltransferase inhibition | 57,000 compounds, 0.35% hits | AID 651548 | PRC2 H3K27 methylation, DELFIA TRF, 1 h | inhibition, % at 12.5 µM | Q15910;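 active = mean inhibition of replicates at least 50% and every single replicate also reaching 50%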;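 note: dimethyl H3K27 on biotinylated H3 21-44 peptide detected by antibody; plate controls were median neutral control wells for no effect and median positive control wells for full effect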
# * marks the source's active call; other numbers are inactive results; / = not tested or not shown. Only part of the results is shown; rates above refer to the full screens.
# Values run as follows: IDH1 mut inh	EZH2 inh
CNC[C@@H]1Oc2c(NC(=O)c3nc4ccccc4s3)cccc2C(=O)N([C@H](C)CO)C[C@H]1C
    /	6.3
COc1ccc(NC(=O)N[C@H]2CC[C@H](CC(=O)NC3CCCCC3)O[C@@H]2CO)cc1
    -0.2	4.1
C[C@@H]1CN([C@@H](C)CO)C(=O)c2cc(NC(=O)Nc3ccc4c(c3)OCO4)ccc2O[C@@H](C)CCCCO[C@@H]1CN(C)S(=O)(=O)c1ccc(F)cc1
    1.0	/
COc1ccc(NC(=O)Nc2ccc3c(c2)CC(=O)N([C@H](C)CO)C[C@@H](C)[C@H](CN(C)S(=O)(=O)c2ccc(C)cc2)O3)cc1
    0.0	/
COCc1cn(CC[C@@H]2CC[C@H](NC(=O)Cc3cccnc3)[C@@H](CO)O2)nn1
    -0.2	13.0
C[C@@H]1CN([C@H](C)CO)C(=O)c2cc(NS(=O)(=O)c3ccccc3)ccc2O[C@@H]1CN(C)S(C)(=O)=O
    0.1	/
CO[C@@H]1CN(C)C(=O)c2ccc(NC(=O)c3ccc4c(c3)OCO4)cc2OC[C@@H](C)NC[C@@H]1C
    -0.3	-1.6
CN(C)C(=O)C[C@H]1CC[C@H](NC(=O)C2CCC2)[C@H](CO)O1
    0.5	16.6
COc1ccc(CN(C)C[C@H]2Oc3ccc(NS(=O)(=O)c4ccc(Cl)cc4)cc3CC(=O)N([C@@H](C)CO)C[C@H]2C)cc1
    /	-11.7
CC(=O)N(C)C[C@H]1Oc2ncc(C#C[C@@H](C)O)cc2C(=O)N([C@@H](C)CO)C[C@@H]1C
    /	-8.6

# Record cards, from the list above. Screens in order: IDH1 mut inh	EZH2 inh
# COCc1cn(CC[C@@H]2CC[C@H](NC(=O)Cc3cccnc3)[C@@H](CO)O2)nn1 across the screens: -0.2	13.0
# CO[C@@H]1CN(C)C(=O)c2ccc(NC(=O)c3ccc4c(c3)OCO4)cc2OC[C@@H](C)NC[C@@H]1C across the screens: -0.3	-1.6
# CN(C)C(=O)C[C@H]1CC[C@H](NC(=O)C2CCC2)[C@H](CO)O1 across the screens: 0.5	16.6
# CC(=O)N(C)C[C@H]1Oc2ncc(C#C[C@@H](C)O)cc2C(=O)N([C@@H](C)CO)C[C@@H]1C across the screens: /	-8.6
# C[C@@H]1CN([C@H](C)CO)C(=O)c2cc(NS(=O)(=O)c3ccccc3)ccc2O[C@@H]1CN(C)S(C)(=O)=O across the screens: 0.1	/

# (more compounds)
# Values run as follows: IDH1 mut inh	EZH2 inh
Cc1c(Cl)cccc1NC(=O)Cn1cnc2sc(C(=O)Nc3ccccc3)c(C)c2c1=O
    0.1	-6.8
CC(C)CCCC(C)(O)c1ccc(C(=O)O)cc1O (centres undefined)
    0.0	2.5
C[C@H](CO)N1C[C@H](C)[C@H](CN(C)C)Oc2cc(-c3ccncc3)ccc2S1(=O)=O
    -9.8	5.6
COC(=O)c1cc(NC(=O)COc2ccc(I)cc2)cc(C(=O)OC)c1
    0.3	2.1
C[C@H](CO)N1C[C@H](C)[C@@H](CN(C)Cc2ccc(-c3ccccc3)cc2)Oc2ccc(NC(=O)CCN3CCOCC3)cc2C1=O
    -1.8	-7.8
COc1ccc(S(=O)(=O)Nc2ccc3c(c2)CC(=O)N([C@@H](C)CO)C[C@H](C)[C@H](CN(C)S(C)(=O)=O)O3)cc1
    0.6	/
COc1ccc(C(=O)Nc2ccc3c(c2)OC[C@H](C)N(C)C[C@@H](C)[C@H](OC)CN(C)C3=O)cc1
    0.1	-7.2
O=C(N[C@H]1CC[C@H](CCNS(=O)(=O)c2ccccc2Cl)O[C@H]1CO)c1ccc(F)cc1
    0.1	-1.4
CC(=O)O[C@@H]1CC2C(C)(C)[C@H](O)C[C@H](O)[C@]2(C)C2CC[C@@]3(C)[C@H](c4ccoc4)OC(=O)[C@H]4O[C@]43[C@@]21C (some centres undefined)
    0.0	/
O=c1ccc2ccc(O)c(O)c2o1
    -9.5	14.1
C[C@H](CO)N1C[C@H](C)[C@H](CN(C)C(=O)Nc2ccc3c(c2)OCO3)Oc2ccc(NC(=O)c3ccncc3)cc2C1=O
    3.4	/
C=CCOC(=O)C1=C[C@H](c2coc3ccccc3c2=O)C[C@H](OCc2ccc(CO)cc2)O1
    /	0.1
COc1ccc(OC)c(S(=O)(=O)N(C)CC(=O)N2CCN(c3cccc(Cl)c3)CC2)c1
    -0.4	-3.4
CO[C@H]1CN(C)C(=O)c2ccc(NS(=O)(=O)CC(F)(F)F)cc2OC[C@H](C)N(C)C[C@H]1C
    0.2	-5.5
O=C(N[C@H]1C=C[C@@H](CC(=O)N2CCCCC2)O[C@H]1CO)c1ccc2c(c1)OCO2
    0.4	10.4
O=C(Nc1cc(F)ccc1F)N[C@H]1CC[C@@H](CCn2cc(C3CCCCC3)nn2)O[C@@H]1CO
    -0.4	1.7
COc1ccc(NC(=O)Nc2ccc3c(c2)C(=O)N([C@@H](C)CO)C[C@@H](C)[C@@H](CN(C)C(=O)Nc2cccc4ccccc24)OCCCC[C@H](C)O3)cc1
    0.9	/
CCCN(C)C[C@H]1Oc2cc(C#Cc3ccccc3)ccc2S(=O)(=O)N([C@@H](C)CO)C[C@H]1C
    -0.7	-14.3
Cc1ccc(S(=O)(=O)Nc2ccc3c(c2)C(=O)N([C@H](C)CO)C[C@@H](C)[C@@H](CN(C)Cc2ccc(Cl)c(Cl)c2)O3)cc1
    0.3	/
COCc1cn(CC[C@H]2CC[C@H](NC(=O)Cc3cccnc3)[C@H](CO)O2)nn1
    0.1	-5.5
COc1cc([N+](=O)[O-])ccc1NC(=O)CSc1ncccn1
    -1.0	8.1
C[C@@H]1CN([C@@H](C)CO)S(=O)(=O)c2ccc(-c3ccccc3)cc2O[C@@H]1CN(C)C(=O)C1CCCCC1
    /	0.3
C[C@H]1CN([C@@H](C)CO)C(=O)Cc2cc(NC(=O)C3CC3)ccc2O[C@H]1CN(C)Cc1ccc(Cl)c(Cl)c1
    -0.2	-18.2
C[C@H](CO)N1C[C@H](C)[C@@H](CN(C)C(=O)Nc2cccc3ccccc23)Oc2c(NC(=O)C3CCOCC3)cccc2C1=O
    -0.2	-4.7
O=C(CN1CCCCC1)Nc1sc2c(c1C(=O)Nc1ccc(Cl)cc1)CCC2
    0.2	-7.6
O=C(C[C@@H]1C[C@@H]2c3cc(NC(=O)CC4CC4)ccc3O[C@@H]2[C@@H](CO)O1)NCc1ccc(-c2ccccc2)cc1
    0.1	-13.9
C[C@@H]1CN([C@@H](C)CO)C(=O)c2cc(NC(=O)Cn3cnnn3)ccc2O[C@@H]1CN(C)S(=O)(=O)c1cccs1
    1.5	/
CCCNC(=O)Nc1ccc2c(c1)C(=O)N(C)C[C@@H](OC)[C@H](C)CN(Cc1cncnc1)[C@@H](C)CO2
    0.3	17.5
COc1ccccc1CN1C[C@@H](C)[C@H](OC)CN(C)C(=O)c2cc(NC(=O)Nc3ccccc3OC)ccc2OC[C@H]1C
    0.1	-28.7
COc1cccc(OCC(=O)Nc2ccc(Sc3ccc([N+](=O)[O-])cc3)cc2)c1
    5.3	20.8
C[C@H]1CN([C@@H](C)CO)S(=O)(=O)c2ccc(C#CC(C)(C)O)cc2O[C@H]1CN(C)C
    -0.2	4.4
C[C@H](CO)N1C[C@H](C)[C@H](CN(C)Cc2ccccn2)Oc2ncc(-c3ccc(C#N)cc3)cc2C1=O
    -0.6	6.7
COc1ccccc1CNC(=O)C[C@H]1CC[C@@H](NC(=O)CN(C)C)[C@H](CO)O1
    0.1	-1.9
CO[C@@H]1CN(C)C(=O)c2cc(NC(=O)C3CCOCC3)ccc2OC[C@H](C)N(C)C[C@H]1C
    0.2	1.0
C[C@H]1CN([C@@H](C)CO)C(=O)c2cc(C#CC3CC3)cnc2O[C@@H]1CN(C)C(=O)Nc1ccc(F)cc1
    0.6	-3.4
CC(C)c1cc(C(=O)N2CCOCC2)c(NC(=O)c2cc(-c3cccnc3)nc3ccc(Br)cc23)s1
    -0.3	-17.6
O=C(C[C@H]1C=C[C@@H](NC(=O)c2ccccn2)[C@H](CO)O1)NCc1cccc(F)c1
    0.1	1.5
CNC[C@@H]1Oc2cc(C#Cc3cccc(F)c3)ccc2S(=O)(=O)N([C@H](C)CO)C[C@H]1C
    0.8	-8.1
O=C(COc1ccc(C(=O)Nc2ccccc2Cl)cc1)Nc1ccccc1C(F)(F)F
    -0.4	16.1
CC(C)NC(=O)Nc1ccc2c(c1)CC(=O)N([C@H](C)CO)C[C@H](C)[C@@H](CN(C)S(=O)(=O)c1ccc(Cl)cc1)O2
    -0.3	7.5

# The list continues:
Molecule,IDH1 mut inh,EZH2 inh
Cc1nc2nc[nH]n2c(=O)c1NS(=O)(=O)c1ccc(Br)cc1,-0.3,-7.8
CC(C)NC(=O)Nc1ccc2c(c1)C(=O)N([C@@H](C)CO)C[C@@H](C)[C@H](CN(C)S(=O)(=O)c1cccs1)OCCCC[C@H](C)O2,2.6,/
CCCNC(=O)N[C@H]1CC[C@@H](CC(=O)NC2CCC2)O[C@@H]1CO,-0.3,0.3
CC(C)NC(=O)N[C@@H]1CC[C@@H](CCN)O[C@@H]1CO,0.1,-4.4
CC(C)c1cn(CC[C@@H]2CC[C@@H](NC(=O)C3CC3)[C@H](CO)O2)nn1,0.2,-3.0
COCCNS(=O)(=O)c1cc(F)ccc1OC,0.9,-12.4
COc1ccc(NC(=O)CN(c2ccc(F)c(Cl)c2)S(C)(=O)=O)c(OC)c1,0.0,9.3
CCCC#Cc1ccc2c(c1)O[C@H](CN(C)C(=O)c1ccccc1F)[C@@H](C)CN([C@H](C)CO)S2(=O)=O,-0.2,17.9
CC(C)NC(=O)Nc1ccc2c(c1)CC(=O)N([C@@H](C)CO)C[C@@H](C)[C@@H](CN(C)S(=O)(=O)c1ccc(Cl)cc1)O2,-0.4,5.0
C[C@@H]1CN([C@H](C)CO)S(=O)(=O)c2ccc(C#Cc3cccc(F)c3)cc2O[C@H]1CN(C)C(=O)NC1CCCCC1,2.9,-7.7
C[C@@H]1CN([C@@H](C)CO)C(=O)c2cc(C#CC(C)(C)O)cnc2O[C@H]1CN(C)Cc1ccccn1,1.0,/
C[C@@H]1CN([C@@H](C)CO)S(=O)(=O)c2ccc(/C=C/c3ccccc3)cc2O[C@@H]1CN(C)C,0.0,-13.7
C[C@@H]1CCCCO[C@@H](CN(C)S(=O)(=O)c2ccc(F)cc2)[C@H](C)CN([C@@H](C)CO)C(=O)c2cc(NC(=O)c3ccncc3)ccc2O1,-3.8,/
C[C@@H]1CN([C@@H](C)CO)C(=O)c2cc(NS(=O)(=O)c3cn(C)cn3)ccc2O[C@@H]1CN(C)S(C)(=O)=O,-2.0,/
O=C(C[C@H]1C[C@H]2c3cc(NC(=O)C4CCC4)ccc3O[C@H]2[C@H](CO)O1)NCc1ccc2c(c1)OCO2,1.0,4.9
CC(=O)Oc1cccc(C(=O)O)c1OC(C)=O,-0.1,6.2
CC(C)NC(=O)N(C)C[C@@H]1OCCCC[C@@H](C)Oc2ccc(NC(=O)C3CCCCC3)cc2C(=O)N([C@H](C)CO)C[C@@H]1C,/,4.6
CO[C@H]1CN(C)C(=O)c2ccc(NC(=O)c3ccccc3F)cc2OC[C@@H](C)N(C(C)=O)C[C@H]1C,-0.2,-4.1
CC(C)NC(=O)N(C)C[C@@H]1Oc2ccc(NS(C)(=O)=O)cc2CC(=O)N([C@@H](C)CO)C[C@H]1C,0.3,-2.9
CC(C)NC(=O)N(C)C[C@@H]1Oc2ccc(NS(=O)(=O)c3ccccc3)cc2C(=O)N([C@H](C)CO)C[C@@H]1C,/,0.0
O=C(C[C@@H]1C=C[C@H](NC(=O)C2CCC2)[C@H](CO)O1)NCCCN1CCOCC1,0.6,8.9
C[C@H]1CN([C@@H](C)CO)C(=O)Cc2cc(NC(=O)Cn3cnnn3)ccc2O[C@H]1CN(C)Cc1ccc(C(=O)Nc2ccccc2N)cc1,/,-21.7
COc1cccc(S(=O)(=O)N(C)C[C@@H]2OCc3ccccc3-c3ccccc3C(=O)N([C@@H](C)CO)C[C@H]2C)c1,/,-6.5
C/C=C/c1ccc2c(c1)O[C@H](CN(C)S(C)(=O)=O)[C@@H](C)CN([C@@H](C)CO)S2(=O)=O,-0.2,-5.9
C[C@@H]1CN([C@@H](C)CO)C(=O)c2cc(-c3ccc(C#N)cc3)cnc2O[C@H]1CN(C)Cc1cccnc1,2.4,-3.6
C[C@H](O)C#Cc1ccc2c(c1)O[C@H](CN(C)Cc1cncnc1)[C@@H](C)CN([C@@H](C)CO)S2(=O)=O,-1.8,11.2
O=C(Nc1ccccc1[N+](=O)[O-])c1ccc(CNc2nccc(-c3cccnc3)n2)cc1,0.2,14.4
O=C(CN1C(=O)c2ccccc2S1(=O)=O)Nc1ccc(Cl)cc1,-0.3,/
O=C(Cc1ccccc1)N[C@H]1C=C[C@@H](CC(=O)N2CCOCC2)O[C@H]1CO,-0.1,0.6
Cc1ccc(S(=O)(=O)N(C)C[C@@H]2Oc3ccc(NS(=O)(=O)c4ccc(F)cc4)cc3CC(=O)N([C@H](C)CO)C[C@H]2C)cc1,1.8,/
O=C(C[C@H]1C[C@@H]2c3cc(NC(=O)Nc4ccccc4)ccc3O[C@@H]2[C@@H](CO)O1)NCc1ccncc1,-0.3,1.3
C[C@H](CO)N1C[C@H](C)[C@@H](CN(C)Cc2ccccc2)Oc2ccc(N(C)C)cc2C1=O,-0.5,2.0
COCC(=O)N(C)C[C@H]1Oc2cc(C#CC3CCCC3)ccc2S(=O)(=O)N([C@H](C)CO)C[C@@H]1C,-1.4,-6.8
C[C@@H]1CN([C@H](C)CO)C(=O)c2cccc(NC(=O)Nc3ccc(C(F)(F)F)cc3)c2O[C@H]1CN(C)C(=O)Nc1cccc2ccccc12,-0.8,/
O=C(C[C@@H]1CC[C@H](NC(=O)c2ccccn2)[C@@H](CO)O1)NCc1cc(F)cc(F)c1,0.1,-5.0
